Screening data: PubChem, National Center for Advancing Translational Sciences (NCATS)
TGFb SMAD3 inh: qHTS for Inhibitors of TGF-b. HepG2 CAGA-GFP TGF-b/SMAD3 reporter, GFP fluorescence, 18 h; TGF-beta stimulated, 500 pg/mL final. Potency, µM (series often up to 46.1 µM), inactives show at the top dose activity, negative = inhibition, actives largely listed as inhibitors. hit rate 1.2% among 410,000; note: potency is the fitted concentration of half-maximal effect; % is set by controls: 0 for no effect and ±100 for the full control effect; nearly all actives have a fitted effect of over 65% in size
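HEPG2 CAGA-GFP, 1000 cells/well; 2 h settle, 37 C; cpd via pin tool; TGF-b 500 pg/mL final; 18 h, 37 C; GFP imaging ex488/em500-530; %Activity normalised to -TGF-b and +DMSO controls; CRC fit, curve class.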
EPAC2 agonist: qHTS for Agonist of cAMP-regulated guanine nucleotide exchange factor 4 (EPAC2): primary screen | hit rate 0.079% among 360,000 | Potency, µM (highest dose often 154 µM), without a hit: at the top dose activation, actives largely listed as activators | Rap guanine nucleotide exchange factor 4 (Homo sapiens), Q8WZA2 | AID 720711, 2013 | EPAC2 activation, biochemical qHTS; response scale: 100% = 6.5 mM cAMP response; note: potency is the fitted concentration of half-maximal effect; nearly all actives have a fitted effect of over 50% in size
Target sequence (Q8WZA2 whole entry, looked up): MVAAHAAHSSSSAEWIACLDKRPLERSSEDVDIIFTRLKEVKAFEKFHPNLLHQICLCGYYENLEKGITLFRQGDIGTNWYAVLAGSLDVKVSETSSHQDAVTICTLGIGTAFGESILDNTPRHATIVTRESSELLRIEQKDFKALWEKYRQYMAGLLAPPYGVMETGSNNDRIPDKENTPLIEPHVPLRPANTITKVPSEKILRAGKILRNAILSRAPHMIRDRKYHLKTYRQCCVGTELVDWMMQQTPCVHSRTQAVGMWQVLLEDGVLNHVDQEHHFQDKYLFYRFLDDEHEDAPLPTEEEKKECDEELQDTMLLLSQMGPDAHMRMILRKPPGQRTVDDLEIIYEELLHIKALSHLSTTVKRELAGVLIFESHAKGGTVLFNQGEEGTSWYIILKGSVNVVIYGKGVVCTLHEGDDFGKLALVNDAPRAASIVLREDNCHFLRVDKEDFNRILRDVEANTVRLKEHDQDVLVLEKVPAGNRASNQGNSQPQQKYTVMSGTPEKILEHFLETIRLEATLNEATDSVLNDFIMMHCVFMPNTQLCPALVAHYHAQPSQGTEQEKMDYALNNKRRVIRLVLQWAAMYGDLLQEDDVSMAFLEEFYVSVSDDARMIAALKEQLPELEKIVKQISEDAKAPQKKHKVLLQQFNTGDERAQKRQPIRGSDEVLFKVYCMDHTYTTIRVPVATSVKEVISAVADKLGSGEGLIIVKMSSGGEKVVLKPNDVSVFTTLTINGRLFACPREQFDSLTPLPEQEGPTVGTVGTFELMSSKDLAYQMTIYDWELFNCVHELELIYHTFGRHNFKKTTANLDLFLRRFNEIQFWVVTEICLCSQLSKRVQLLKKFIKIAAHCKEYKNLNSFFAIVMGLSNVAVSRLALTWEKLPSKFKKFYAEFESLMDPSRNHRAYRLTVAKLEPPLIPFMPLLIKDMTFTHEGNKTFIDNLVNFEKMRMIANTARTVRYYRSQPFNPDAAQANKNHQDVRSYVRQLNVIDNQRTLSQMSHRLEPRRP
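Fluorescence exchange assay: 100 nM EPAC2 with 250 nM RAP1B-BODIPY-GDP and 50 uM GDP; compounds tested as a concentration-titration series (qHTS). Loss of Rap1-bound BODIPY-GDP fluorescence read at 480/540 nm; data normalized to 6.5 mM cAMP.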
CCT modulator: High-Throughput Screening for Modulators of Cytosolic Chaperonin Activity. purified chaperonin ATPase assay, HTRF ADP detection, 30 min. activity change, % (no concentration beside the values), hits read low. hit rate 0.3% among 360,000. AID 651819, 2012; in the data active = activity change below about -30%; note: % is set by controls: 0 for no effect and ±100 for the full control effect
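TRiC (40 or 20 nM final, by batch activity) in 30 mM Tris pH 7.4, 100 mM KCl, 5 mM MgCl2, 1 mM DTT was treated with compound at 76 uM single dose, then 10 uM ATP, 30 min at 37 °C. ADP was read by HTRF Transcreener.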
A549 viability: Nrf2 qHTS screen for inhibitors: counterscreen for cytotoxicity. A549 ARE-Fluc cells, CellTiter-Fluor viability, 18-24 h. Potency, µM (top dose mostly 46 µM), for the others: at the top dose activity change, negative = cytotoxicity, hits mostly inhibitors. hit rate 0.16% among 390,000. AID 504648, 2011; note: potency is the fitted concentration of half-maximal effect; % is set by controls: 0 for no effect and ±100 for the full control effect
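A549 ARE_Fluc cells in 5% FBS OPTI-MEM were exposed to compounds in concentration-response for 18-24 h at 37 deg C. Viability was read by CellTiter-Fluor fluorescence (Ex 405/Em 525) after 30 min, before the luciferase read.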
Nrf2 block: Nrf2 qHTS screen for inhibitors; hit rate 2.1% among 360,000; A549 ARE-Fluc reporter, luciferase luminescence, 18-24 h; Potency, µM (highest dose often 46 µM), for inactives: at the highest dose activity change, negative = inhibition, hits mostly inhibitors; note: potency is the fitted concentration of half-maximal effect; % is set by controls: 0 for no effect and ±100 for the full control effect; nearly all actives have a fitted effect of over 60% in size
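A549 ARE_Fluc cells, 5000/well, 5% FBS OPTI-MEM; compounds in dose-response, 18-24 h at 37 °C/5% CO2; CellTiter-Fluor viability read (Ex 405/Em 525), then BugLite luciferase luminescence = Nrf2 activity.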
EPAC2 antag: qHTS for Antagonist of cAMP-regulated guanine nucleotide exchange factor 2 (EPAC2): primary screen. hit rate 0.18% among 360,000. Rap guanine nucleotide exchange factor 4 (Homo sapiens), Q8WZA2. Potency, µM (series often up to 114 µM), for inactives: top-dose activity, negative = inhibition, usual class: inhibitors. EPAC2 GEF exchange of Rap1B-BODIPY-GDP, fluorescence. AID 720708, 2013; note: potency is the fitted concentration of half-maximal effect; % is set by controls: 0 for no effect and ±100 for the full control effect; nearly all actives have a fitted effect of over 45% in size; many of its hits are not listed in these tables
Nrf2 activator: qHTS of Nrf2 Activators; Potency, µM (series often up to 46.1 µM), without a hit: top-dose activation, most hits filed as activators; AREc32 ARE-luciferase reporter (MCF7-derived line), luminescence, 24 h; hit rate 0.31% among 410,000; note: potency is the fitted concentration of half-maximal effect; % of control where 0% means no effect; nearly all actives have a fitted effect of over 65% in size
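AREc32 cells carrying an ARE-driven firefly luciferase, 1000 cells/well in OPTI-MEM with 5% FBS, dosed after overnight attachment and incubated 24 hr at 37 deg C. Steady-Glo luminescence read after 30 min at RT.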
pAkt inh: HTS Assay for Inhibitors of Akt Phophorylation: Primary Screen. Neuro2A IGF-stimulated pAkt S473 HTRF, 20 min; active compounds read low. activity change, % for hits at 50 µM. AID 651550, 2012. hit rate 0.32% among 360,000; in the data active = activity change below about -80%; inconclusive = mostly about -51% to -80%; note: % is set by controls: 0 for no effect and ±100 for the full control effect
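Neuro2A cells in DMEM with 0.5% FBS, overnight at 37 deg C, given compound at single 50 µM final, then IGF (6 nM final) for 20 min at 37 deg C. Lysed; phospho-Akt Ser473 by HTRF after 24 h, 665/615 ratio.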
Mm-Cpn inhibitor: Inhibitors of TCP-1 ring complex (TRiC) of Methanococcus maripaludis (MmCpn): qHTS; Potency, µM (highest dose often 76.9 µM), without a hit: top-dose activity, negative = inhibition, usual class: inhibitors; AID 504842, 2011; Chaperonin Mm-Cpn (Methanococcus maripaludis); purified Mm-Cpn ATPase, ADP Transcreener TR-FRET; hit rate 0.031% among 330,000; note: potency is the fitted concentration of half-maximal effect; % is set by controls: 0 for no effect and ±100 for the full control effect; nearly all actives have a fitted effect of over 80% in size
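Reaction buffer contained 30 mM Tris pH 7.4, 100 mM KCl, 5 mM MgCl2 and 1 mM DTT. Mm-CPN (25 nM final) hydrolysed 10 uM ATP over 30 min at 37°C; ADP was read by HTRF.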
Numbers without * were called inactive; i = inactive; u = inconclusive; x = no result given; & = joins results of further samples; [ ] = another dose, or the depositor's remark. Unless noted, calls come from the whole dose curve; as a rule, active = well fitted curve in the direction sought with a large enough effect; inconclusive = small, poorly fitted or top-dose-only effect, or another doubt; inactive = no such curve, though single readings can be large; an effect the other way counts as inactive or inconclusive.

Values run as follows: TGFb SMAD3 inh, EPAC2 agonist, CCT modulator, A549 viability, Nrf2 block, EPAC2 antag, Nrf2 activator, pAkt inh, Mm-Cpn inhibitor
- COc1ccc(CNc2oc(/C=C/c3cccc(OC)c3)nc2C#N)cc1
    u, x, x, -2%, -18%, x, 4.5%, x, x
- Cc1ccc(CNC(=O)Cn2ccc3cc(S(=O)(=O)N4CCCCCC4)ccc32)cc1
    -7%, -1%, 0.0, u, 15µM*, 7%, 0.6%, i, 3%
- CCn1nc(C)cc1C(=O)N1CCCC(N2CCN(Cc3ccc4c(c3)OCO4)CC2)C1 (configuration not stated)
    -2%, 2%, -6.3, -2%, -24%, 3%, -0.8%, i, 2%
- Cc1ccc(SC(C)C(=O)Nc2c(C)n(C)n(-c3ccccc3)c2=O)cc1 (configuration not stated)
    13%, -2%, -4.2, -3%, 6%, -1%, 0.1%, i, -2%
- COc1ccc2oc(C(=O)OCC(=O)N(CCC#N)c3ccccc3)c(C)c2c1
    7%, -5%, 0.1, 2%, -10%, -1%, -0.6%, i, -3%
- CCNC(=S)N(CCc1ccc(S(N)(=O)=O)cc1)C1CC(=O)N(c2ccccc2)C1=O (configuration not stated)
    0%, -2%, -0.9, 2%, -10%, -3%, 2.1%[9.22 µM], i, 0%
- COc1cccc(C(=O)NCC(=O)OCC(=O)C(C)(C)C)c1
    1%, 13%, 2.3, 11%, 3%, 8%[57.1 µM], -0.3%, i, 0%
- CC1=C(C(=O)OC(C)C)C(c2cccc(F)c2)n2ncnc2N1 (configuration not stated)
    -23%, -6%, -0.1, -3%, 0%, -18%, -0.2%, i, -1%
- COC(=O)c1c(-c2cccs2)csc1NC(=O)CSc1ncnc2sc(C)c(C)c12
    4%, 5%, 1.3, -16%, u, 1%, -0.1%, i, -1%
- Cc1nn(-c2ccccc2)c(C)c1C(=O)Nc1nnc(-c2ccco2)o1
    -18%, -5%, -2.5, -1%, u, 6%[57.1 µM], -0.1%, i, 0%
- C=CCNC(=O)c1ccccc1SCc1c(C)noc1C
    2%, 5%, -21, 4%, 1%, -5%, -2.5%, i, 1%
- CCOc1ccccc1C(=O)Nc1ccc(S(=O)(=O)Nc2nccc(C)n2)cc1
    11%, -4%, -1.0, 1%, -3%, 1%, -0.7%, i, 2%
- COc1ccccc1C(=O)NC(=O)COc1cc(Cl)ccc1Cl
    2%, 3%, -2.4, 8%, 3%, -10%, -0.3%, i, 1%
- Cc1cc(C(F)(F)F)c(C#N)c(SCC(=O)Nc2nc3ccccc3s2)n1
    183%[activator], -5%, -2.9, 14%, u, 44%[activator], 2.9%[9.22 µM], i, -23%
- CC1=NN(C(N)=S)C(=O)C1N=Nc1ccc(Cl)cc1 (configuration not stated)
    1%, 2%, -4.2, -21%, u, 2%, 6.5%, i, 1%
- Cc1ccc(/C=C2\SC(=S)N(CCC(=O)Nc3cccnc3)C2=O)cc1
    -35%, -16%, -2.9, -2%, 5%, -3%, 0.2%, i, -3%
- CCOc1ccc2nc(NC(=O)CSc3nc(SC)ns3)sc2c1
    3%, -7%, 1.1, 3%, u, 14%, 10%, i, -1%
- Oc1ccc(Cl)cc1C1=Nc2ccccc2N=C(c2cccc(Br)c2)C1
    -8%, x, x, 2%, 1%, x, 4.6%, x, x
- CC(C)[C@H](NS(=O)(=O)c1ccc(Cl)cc1)C(=O)OCC(=O)c1c(N)n(C)c(=O)n(C)c1=O
    -29%, 0%, -0.9, 4%, 5%, 3%, 0.1%, i, -2%
- Cc1ccc(-c2csc3nc(SCC(N)=O)n(Cc4ccccc4)c(=O)c23)cc1
    u, -1%, -2.7, u, u, 1%, -0.3%[9.22 µM], i, -2%
- COC(=O)c1cc(C(=O)OCC(=O)c2ccc3c(c2)NC(=O)CO3)cc([N+](=O)[O-])c1
    -6%, -3%, -4.1, -2%, -5%, -1%, -0.3%, i, 1%
- O=S1(=O)CC(O)C(N2CCCCC2)C1 (configuration not stated)
    -4%, -5%, -5.3, -1%, x, -8%, -0.7%, i, -1%
- CCN(CC(=O)Nc1c(F)cccc1F)C(=O)CCOc1ccc(C)cc1
    u, -1%, -2.7, -3%, -2%, 6%, 0.3%, i, 2%
- Cc1cc(C)n2nc(/C(C#N)=C/c3ccccc3)c(C#N)c2n1
    0%, 3%, -2.5, -2%, 7%, -1%, 10%, i, -2%
- Cc1cccc2cc(CN(Cc3cccnc3)C(=S)NCCCN(C)C)c(=O)[nH]c12
    1%, 22%, -1.6, 0%, -1%, -9%, -0.1%, i, -1%
- COc1ccc2[nH]cc(CCNC(=O)/C=C/[C@H]3O[C@@H](n4cc(C)c(=O)[nH]c4=O)C[C@@H]3O)c2c1
    -1%, 3%, -0.1, x, x, 10%, -1.4%, i, x
- COc1cccc2c1NC(C(=O)O)C1CC=CC21 (configuration not stated)
    u, 4%, 2.0, -3%, 4%, 15%, -0.6%, i, -4%
- Cc1cc(C)c(NC(=O)C2CCCN(C(=O)c3cnn(-c4ccccc4)c3-n3cccc3)C2)c(C)c1 (configuration not stated)
    u, x, x, -1%, -16%, x, 5.9%, x, x
- CCC(=O)N1CCc2cc(Br)cc(S(=O)(=O)N3CCC(C(=O)NCCCOC(C)C)CC3)c21
    u, 8%, -0.2, 15%&5%, -1%&3%, 4%, 5.7%&0.0%, i, -2%
- CCOC(=O)c1[nH]c2ccccc2c1NC(=O)c1ccc(C)c(C)c1
    -21%, x, x, -11%, 1%[9.27 µM], x, 0.3%, x, x
- COC(=O)CSc1nnc(CNC(=O)c2ccc(S(=O)(=O)N3CCCCC3)cc2)n1C
    0%, 3%, -0.1, 0%, -2%, 0%, -0.6%, i, 4%
- COCC(=O)Nc1cccc(-c2nc3cccnc3s2)c1
    -13%, x, x, 4%, -19%, x, u, x, x
- COc1ccc(Nc2ncccc2C(=O)NCc2ccccc2)cc1
    15%, 14%, 2.3, 0%, -28%, -16%, -0.3%, i, 1%
- CC(C)Cc1nnc(NS(=O)(=O)c2ccc(Cl)cc2)s1
    0%, 4%, -1.3, 0%, -7%, -2%, -0.1%, i, -3%
- COc1ccc(NC(=S)NNc2ccc(S(=O)(=O)Nc3ccccc3C(=O)O)cc2[N+](=O)[O-])cc1
    0%, -7%, -1.5, u, u, u, -0.9%, i, 2%
- Cc1ccccc1NC(=O)COC(=O)c1ccc2c(c1)C(=O)N(CCCN1CCOCC1)C2=O
    -4%, 7%, 0.3, 3%, 9%, 6%, -0.9%, i, x
- O=C(Nn1c(-c2ccncc2)nc2ccccc2c1=O)c1ccc(Br)cc1
    0%, 0%, 1.1, 0%, u, -4%, 0.3%, i, -1%
- CC(OC(=O)Cn1[nH]c(=O)c2ccccc2c1=O)C(=O)Nc1ccc(Cl)cn1 (configuration not stated)
    -3%, 5%, -0.7, -2%, -5%, 4%, -0.1%, i, -3%
- CCOCCCNC(=O)/C(C#N)=C/c1cc(C)c(O)c(C)c1
    5%, 0%, 0.0, 0%, 2%, 24%, -0.1%, i, 4%
- O=C(Cc1ccccc1)Nc1ccc(N2CCOCC2)cc1
    -1%, 5%, -3.0, 7%, u, -29%, -0.4%, i, -1%
- CCCC12CN3CC(C)(CN(C1)C3c1cccs1)C2=O (configuration not stated)
    6%, 8%, -0.4, -3%, -2%, -1%, -0.2%, i, 2%
- COc1ccc2c(c1OC)C(=O)N1c3ccccc3COC21 (configuration not stated)
    1%, -4%, 1.4, -7%, u, -1%, -0.1%, i, 0%
- CC(Cl)C(=O)NN=C(c1ccccc1)c1ccccc1 (configuration not stated)
    11%, 4%, -0.4, 4%, 5%, -7%, 0.2%, i, 3%
- CCOc1ccccc1NC(=O)c1ccc(C(=O)Nc2ccccc2OCC)nc1
    4%, 3%, 1.2, -4%, 18%, 5%, 9.9%, i, -2%
- COCCCN1CN=C(Nc2nc3ccccc3o2)NC1
    -3%, 8%, -4.4, 9%, u, 17%, 2.2%, i, -1%
- O=C1CSc2cc(Cl)ccc2N1
    12%, 4%, 2.0, 2%, 5%, -1%, 4.5%, i, x
- CCOc1ccc(CCNc2ccc3nnc(-c4ccccc4)n3n2)cc1OCC
    -6%, -6%, -1.6, -11%, -4%, 14%, -0.7%, i, -1%
- Cc1cc2cc(C(c3nnnn3Cc3ccccc3)N3CCc4ccccc43)c(=O)[nH]c2cc1C (configuration not stated)
    u, 4%, -1.9, -19%, -1%, -2%, -0.9%, i, -16%
- C=CCN1C(=O)/C(=C\c2ccc(C)cc2)N=C1SCC(=O)NCCC
    68%[activator], 0%[15.6 µM], -2.2, 0%, 20%, 7%, -0.6%, x, 1%
- c1ccc(Cn2nnc(-c3ccccc3)n2)cc1
    3%, 9%, -3.1, 3%, 4%, -1%, 0.6%, i, 0%
- CC(=O)c1c(O)cc2n(c1=O)-c1ccc(Cl)cc1C2(C)C
    u, -7%, -3.8, -6%, u, 15%, -0.4%, i, -21%
- Cc1cc(C(=O)COC(=O)CC(NC(N)=O)c2ccc(Cl)cc2)c(C)n1C (configuration not stated)
    -5%, 10%, -2.2, -2%, -6%, 1%, -0.4%, i, u

These rows are one share of the data; the hit share may differ from the screen's.
